Screens: PubChem BioAssay, NCI
bub3: NCI yeast anticancer drug screen, S. cerevisiae bub3 mutant strain; growth inhibition, % at 50 µM; hit rate 9.9% among 78,000;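 also: 0% = growth of vehicle-only cultures of the same strain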
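Part of a panel of yeast mutants defective in DNA damage repair or cell cycle regulation. Each strain is grown with compound, and inhibition is calculated relative to solvent-treated cultures.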
sgs1 mgt1: NCI yeast anticancer drug screen, S. cerevisiae sgs1 mgt1 strain. hit rate 10% among 78,000. growth inhibition, % at 50 µM;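 also: 0% = growth of vehicle-only cultures of the same strain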
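Growth of a repair-deficient yeast mutant was monitored after compound treatment and expressed as inhibition relative to vehicle-treated cultures.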
mec2-1: NCI yeast anticancer drug screen, S. cerevisiae mec2-1 strain. % growth inhibition at 50 µM. hit rate 9% among 79,000. AID 157, 2004;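 also: 0% = growth of vehicle-only cultures of the same strain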
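Each compound was tested on mec2-1 yeast, a strain altered in DNA damage repair or cell cycle control. Growth inhibition is reported relative to vehicle.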
mlh1 rad18: NCI yeast anticancer drug screen, S. cerevisiae mlh1 rad18 strain | AID 175, 2004 | hit rate 11% among 79,000 | growth inhibition, % at 50 µM;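 also: 0% = growth of vehicle-only cultures of the same strain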
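Inhibition values reflect reduced growth of mutant yeast versus vehicle-treated controls following compound exposure; the mutations affect DNA damage repair.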
yeast cln2 rad14: NCI yeast anticancer drug screen, S. cerevisiae cln2 rad14 strain | hit rate 8.3% among 78,000 | AID 165, 2004 | % growth inhibition at 50 µM;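 also: 0% = growth of vehicle-only cultures of the same strain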
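Relative to vehicle controls, growth inhibition of compound-treated cln2 rad14 yeast was recorded.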
yeast rad50: NCI yeast anticancer drug screen, S. cerevisiae rad50 strain; hit rate 10% among 79,000; AID 155, 2004; % growth inhibition at 50 µM;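 also: 0% = growth of vehicle-only cultures of the same strain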
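Genetically altered yeast (DNA repair pathway); compound treatment; growth inhibition vs vehicle ctrl.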
* hit, by the source's call; x = not tested or not shown; & = joins results of further samples. Rule as the data show it: active = growth inhibition above about 70%; inactive = the rest. Random draw from the library; 14% or so of the library scored in one or more.

SMILES	bub3	sgs1 mgt1	mec2-1	mlh1 rad18	yeast cln2 rad14	yeast rad50
COc1cc(C2c3cc4c(cc3OC(NN=C(C)C)C2C)OCO4)cc(OC)c1O (configuration not stated)	13	10	2	11	4	14
BrC(Br)=C1C(=C(Br)Br)C(Br)C1Br (configuration not stated)	73*	84*	77*	72*	55	62
C=CCC1(CN(C)C)CC/C(=C\c2ccc(OC)cc2)C1=O (configuration not stated)	11	21	11	35	29	43
CC1([N+](=O)[O-])C(=O)C2(N3CCCCC3)CCCC2C1c1ccccc1 (configuration not stated)	12	19	9	16	36	16
O=C(Nc1ccc(NC(=O)c2ccncc2)cc1)c1ccncc1	13	10	7	4	18	8
CCCCCCCCCCCCCCCCCC/C(CC)=N/Nc1ccc([N+](=O)[O-])cc1[N+](=O)[O-]	11	-12	4	6	-25	-21
O=C(c1ccccc1)c1ccc2c(c1)CCCC2	70	77*	60	71*	20	77*
NC(=S)N/N=C\c1cccc(O)c1O	13	21	25	13	7	3
Cc1ccc(NC(=O)c2ccc(Cl)cc2)cc1Cl	14	3	1	-2	-10	19
CC1CNCC(C)N1C(=O)c1ccccc1 (configuration not stated)	2	-8	5	-40	3	4
CN(C)/N=C\c1ccc(C(=O)O)cc1	28	8	26	23	-12	-4
COc1ccccc1NC(=O)N1CCN(c2cccc(C)c2)CC1	37	13	-2	-8	-16	4
CCOC(=O)c1nc2cc(C(F)(F)F)ccc2nc1Nc1cc(OC)c(OC)c(OC)c1	-2	-16	3	-6	-23	-18
CCOC(=O)C(NC(=O)c1ccccc1)(Nc1ccc(S(=O)(=O)Nc2nc(C)cc(C)n2)cc1)C(F)(F)F (configuration not stated)	-14	-18	-18	8	15	10
COCCOCCCl	-6	-12	-19	-7	-8	10
CC(=O)NC(Cc1cc(I)c(OC(C)=O)c(I)c1)C(C)=O (configuration not stated)	4	1	7	-18	15	5
NC(=O)c1ccccc1NC(=O)C(=O)Cc1nc2ccccc2[nH]c1=O	1	12	-2	6	13	-3
O=C(O)C1CC1C(=O)O (configuration not stated)	4	2	13	2	18	4
Cc1c(C(C)C)cc(OCCO)cc1C(C)C	-17	0	-30	83*	86*	69
CCOc1ccc(NC(C)=O)cc1	-8	-2	6	-2	-17	5
CS(=O)(=O)c1nc2nc[nH]c2c(=O)[nH]1	1	-4	-11	-12	-31	-7
COC(=O)c1cc(C(=O)OC)c(C/C(=N/NC(=O)C[N+](C)(C)C)C(=O)Nc2cccc(C(F)(F)F)c2)nc1C/C(=N/NC(=O)C[N+](C)(C)C)C(=O)Nc1cccc(C(F)(F)F)c1	11	-12	-1	-2	17	-14
NC(Cc1ccc(O)c(O)c1)C(=O)O (configuration not stated)	8&0	1&2	-9&-13	1&4	0&-2	-3&-14
O=C(NN1C(=O)C(Cl)C1c1cccc([N+](=O)[O-])c1)c1ccccc1O (configuration not stated)	-27	-37	-26	-25	1	-17

4 of the compounds above, as a markdown table.
| SMILES | bub3 | sgs1 mgt1 | mec2-1 | mlh1 rad18 | yeast cln2 rad14 | yeast rad50 |
| --- | --- | --- | --- | --- | --- | --- |
| CCOc1ccc(NC(C)=O)cc1 | -8 | -2 | 6 | -2 | -17 | 5 |
| NC(=O)c1ccccc1NC(=O)C(=O)Cc1nc2ccccc2[nH]c1=O | 1 | 12 | -2 | 6 | 13 | -3 |
| CCCCCCCCCCCCCCCCCC/C(CC)=N/Nc1ccc([N+](=O)[O-])cc1[N+](=O)[O-] | 11 | -12 | 4 | 6 | -25 | -21 |
| COCCOCCCl | -6 | -12 | -19 | -7 | -8 | 10 |

Other entries.
SMILES	bub3	sgs1 mgt1	mec2-1	mlh1 rad18	yeast cln2 rad14	yeast rad50
CCOC(=O)c1nc2ccccc2nc1NCc1ccc(OC)cc1	-22	-30	-6	3	7	-6
CCOc1ccc(NC(=O)COc2ccc(Cl)cc2Cl)cc1	26	24	22	15	18	15
CC(C)CNC(=O)c1ccccc1	0	-2	5	-5	-3	0
O=C1CN(/N=C/c2ccc(-c3cccc(C(F)(F)F)c3)o2)C(=O)N1	16	20	18	21	-19	36
COc1ccc2c(c1)OCCN(C)OC2c1cccc(Cl)c1 (configuration not stated)	9	-7	-6	7	-5	-5
Cc1cccc(N2CCN(CC(O)COc3ccc4ccccc4c3)CC2)c1 (configuration not stated)	41	98*	72*	90*	60	81*
COc1ccc(Nc2cc(N)nc(N)n2)c(=S)[nH]1	3	-5	-3	-1	2	0
CC#CCOC(=O)c1ccccc1OC(C)=O	27	24	-2	19	10	28
CCOC(=N)c1ccccc1	1	-4	1	7	-12	4
COc1cc2cnc3c4cc5c(cc4ccc3c2cc1OC)OCO5	14	18	16	-28	4	-3
CCN1CCC(C2(C(=O)OC)c3ccccc3-c3ccccc32)C1 (configuration not stated)	4	-1	9	20	-8	20
O=C(Nc1ccc(F)cc1)ON=C1CCCCC1	91*	92*	92*	90*	91*	90*
O=C(O)CCC1CCCO1 (configuration not stated)	15	-9	-9	-1	10	-5
CCOc1ccc(Nc2ncnc3sc4c(c23)CCCC4)cc1	17	-1	-1	9	13	10
OCCCN1CCCCC1CO (configuration not stated)	-23	-8	1	-49	9	22
CC(=O)OC1=CC(c2ccccc2)(c2ccccc2)c2ccccc21	-4	16	8	33	-7	0
O=C1OCC2Cc3cc4c(cc3C(c3ccc5c(c3)OCO5)=C12)OCO4 (configuration not stated)	22	15	-3	37	8	11
CCOC(=O)CSC1=NCCN1	1	7	-7	-20	12	-4
CC1CCC(Oc2ccc([N+](=O)[O-])cc2[N+](=O)[O-])CC1 (configuration not stated)	19	25	0	6	-60	-11
CCCCCCCCCCCC(=O)NC(=S)Nc1ccc(N(C)C(C)=O)cc1	90*	93*	93*	92*	88*	91*
CC(=O)O[C@H]1C(=O)[C@@]2(C)C(C(OC(=O)c3ccccc3)[C@]3(O)CC(OC(=O)[C@H](OC(=O)CCC(=O)O)C(NC(=O)c4ccccc4)c4ccccc4)C(C)=C1C3(C)C)C1(OC(C)=O)COC1C[C@@H]2O (some centres not stated)	-15&-7	-20&-19	18&10	x	-13&-16	27&13
O=C(CNC(=O)c1ccccc1)NC(Cc1ccccc1)C(=O)O (configuration not stated)	-8	0	-1	-15	-36	-1
CC(C)=C1N=C(c2ccccc2)OC1=O	3	28	16	7	22	55
c1cc2nnsc2s1	3	25	-1	26	12	22

In the list so far, these contain a thiophene ring, fused or not.
SMILES	bub3	sgs1 mgt1	mec2-1	mlh1 rad18	yeast cln2 rad14	yeast rad50
CCOc1ccc(Nc2ncnc3sc4c(c23)CCCC4)cc1	17	-1	-1	9	13	10
c1cc2nnsc2s1	3	25	-1	26	12	22

The list continues:
SMILES	bub3	sgs1 mgt1	mec2-1	mlh1 rad18	yeast cln2 rad14	yeast rad50
CC(=O)C1=CCC2C3CC(C)=C4CC(O)CCC4(C)C3CCC12C (configuration not stated)	x	x	-1	-3	x	25
COc1cc(Br)c(NC(C)=O)cc1OC	7&5	29&-21	8&-12	7&-20	-17&-23	19&-17
CCCCCCCCCCCCCCCCCCN1C(=O)C2C3CCC(O3)C2C1=O (configuration not stated)	2	-22	-9	-17	-26	-45
C/C=C/C(=O)OCCc1ccccc1	13	4	3	28	-6	22
O=[N+]([O-])c1ccc2c(c1)C(=Nc1ccc(Cl)cc1)c1cc([N+](=O)[O-])ccc1-2	7	6	1	23	-10	4
OCCn1nnc2ccccc21	2	-4	-2	-4	5	-1
CN(C=O)c1ccc2c(c1)Cc1ccccc1-2	22	45	25	82*	59	48
Cn1c(/C=C(\O)c2ccc(Cl)cc2)nc2ccccc21	25	37	-9	-14	0	37
Cc1ccc(S(=O)OC2c3ccccc3Cc3ccccc32)cc1 (configuration not stated)	10	20	7	3	29	12
COC(c1ccccc1)(c1ccccc1)c1ccc2ccc3ccccc3c2c1	-8	-15	-19	-28	18	-20
O=C1c2c(F)c(F)c(F)c(F)c2SC2=NCCN12	83*	76*	80*	79*	77*	78*
CC1=NN(C(=O)c2ccccn2)C(=O)C1N=Nc1ccc(S(=O)(=O)Nc2ncccn2)cc1 (configuration not stated)	-5	36	36	41	28	45
NC1C([O-])OC(CO)C(O)C1O.O=C1OC(C(O)CO)C([O-])=C1[OH2+].[Cu+2] (configuration not stated)	-2	-20	0	-13	-8	0
Cc1c2cc[n+](C)cc2c(COC2OC(CO)C(O)C2O)c2c3ccccc3n(C)c12 (configuration not stated)	28	18	24	23	18	65
Clc1ccc2c(c1)C1Oc3ccc(Cl)cc3C(O2)O1	-6	1	-24	-2	-14	-6
Cc1ccc(/C=C(\NC(=O)c2ccccc2)c2nc3ccccc3[nH]2)cc1	9	6	-2	-9	-45	7
NCC1OC(OC2C(CO)OC(OC3C(O)C(N)CC(N)C3OC3OC(CO)C(O)C(O)C3N)C2O)C(N)C(O)C1O (configuration not stated)	28	2	-18	34	1	34
COC(=O)c1ccc(/C=C2\Oc3cc(O)ccc3C2=O)cc1	-8	-48	-77	-23	-3	-59
CCOC(=O)c1c(C)c2c(n1C)CCC(C#N)C2=O (configuration not stated)	9	10	10	18	21	9
Nc1ccc(C(=O)Nc2cccc(N)c2)cc1	3	-3	-18	9	-4	9
Cc1cc(O)c(/C=N/C(=O)NN)c(=O)o1	-22	-20	-11	-43	-22	-41
COC1(OC)C2(Cl)C(Cl)=C(Cl)C1(Cl)C1COCC12 (configuration not stated)	22	-40	18	-9	13	-48
COc1ccc(-c2cc(O)cc(C)c2N)c(OC)c1OC	-3	17	15	17	8	17
COc1ccc(N)c(C(=O)CCNC(C)=O)c1	-27	-21	-10	-25	-7	-23
O=C(Cc1nc2c3c(ccc2[nH]c1=O)C(=O)c1ccccc1C3=O)C(=O)Nc1ccccc1[N+](=O)[O-]	0	-1	4	17	-39	21
CCCC(C)c1ccc(O)cc1 (configuration not stated)	25	52	44	92*	-26	57
CC(C)SC(=S)Nc1ccc(F)cc1	10	15	29	30	-14	26
Clc1ccc(-c2nnc(-c3ccc(Cl)cc3Cl)o2)c(Cl)c1	13	16	16	0	-5	19
CN(/C(=N/C(=S)NCc1ccccc1)SCc1ccccc1)c1ccccc1	38	36	30	58	9	38
O/N=C(/C[n+]1csc2ccccc21)c1ccccc1	77*	74*	79*	48	37	35
Cc1ccc2ccccc2c1C(=O)c1ccccc1Cc1cccc2ccccc12	5	11	3	-1	2	18
O=c1c(-c2ccccc2)c(-c2ccccc2)c1=O	97*	63	96*	86*	95*	98*
CC(C)(C(=O)Cc1ccccc1)c1ccccc1	0	-10	-21	-11	31	-30
CC(=O)c1c2c(cc3c1CC1(Cc4cc5c(cc4C1)CCCC5)C3)CCCC2	2	-28	-33	4	17	-16
CC1(CBr)COC(c2ccccc2)(C2CCCCC2)OC1 (configuration not stated)	-14	-6	-15	24	-2	-2
O=C1CCCC2C1C1CCCC(=O)C21 (configuration not stated)	3	3	-7	20	1	7
CCCCCC(=O)c1ccc(O)cc1O	x	x	92*	91*	x	89*
Cc1cc([C@H](C#N)c2nc3ccccc3s2)nc(Cl)n1	11	20	-3	7	4	5
O=C1c2ccccc2C(=O)N1/N=[N+](\[O-])c1ccccc1	25	17	0	41	7	4
CCOC(=O)c1nnc(-c2ccccc2)c(-c2ccccc2)n1	17	-5	12	11	-9	12
COc1ccc(C(c2ccccc2)C(C)C(=O)c2c(C)cc(C)cc2C)cc1 (configuration not stated)	-11&-4	-7&-18	-21&-13	-13&-18	-1&6	-22&-36
CC1COCC(C)N1CC(OCc1ccccc1)c1ccccc1 (configuration not stated)	-8	-15	-2	-16	-52	-6
Cc1ccc(C)c(CNc2cc(=O)[nH]c(=O)[nH]2)c1	-15	16	10	15	-10	20
O=C1c2ccccc2CN1c1ccc(OCCN2CCCCC2)cc1	40	37	5	32	33	28
Cc1ccc(C)c(NCc2ccccc2)c1	37	9	20	24	-17	42
CSc1s[s+]c(SC)c1-c1ccccc1	x	x	61	72*	x	72*
O=c1[nH]c(=O)n(C2OC(CO)C(O)C2O)c2c1CCCC2 (configuration not stated)	-34	-8	-2	-6	-57	8
O=NN(CCCl)C(=O)NC1[C@H](O)CCC[C@@H]1O (some centres not stated)	-32	5	-13	-13	-6	-9
COc1cc(-c2[o+]c3cc(O)cc(O)c3cc2O)cc(O)c1O	19&20	1&23	-25&18	24&30	-25&12	0&29
S=C1NCC(c2ccccc2)CN1	-8	-3	2	-6	20	0
Nc1ccc2ccccc2c1Cl	-44	-11	-39	-11	6	-9
